TLR9-MyD88 block: inhibitors of TLR9-MyD88 association in cells, primary screen, cell-based, CHO, BLA complementation, fluorescence. AID 504734, 2011. inhibition, % at 4.98 µM. 0.21% of 340,000 active. CCF4 FRET ratio. Toll-like receptor 9 (Homo sapiens) + Myeloid differentiation primary response protein …;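 active = inhibition above the mean over all tested compounds plus 3 SD, cut at about 21% in these data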;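 note: 0% = DMSO only wells and 100% = clavulanate BLA inhibitor control wells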
MC4R barr agon: MC4R agonists recruiting beta-arrestin, primary screen, cell-based, luminescence, agonist arm of biased-ligand search | Melanocortin receptor 4 (Homo sapiens), P32245 | U2OS MC4R beta-arrestin complementation; percent of melanotan II response, DMSO zero | activation, % at 8.9 µM | 0.98% of 360,000 active | AID 540308, 2011;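 active = activation above a per-plate cutoff, the mean activation of sample wells on that plate plus 3 SD, cut at about 8% in these data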
Target sequence (P32245 whole entry, looked up): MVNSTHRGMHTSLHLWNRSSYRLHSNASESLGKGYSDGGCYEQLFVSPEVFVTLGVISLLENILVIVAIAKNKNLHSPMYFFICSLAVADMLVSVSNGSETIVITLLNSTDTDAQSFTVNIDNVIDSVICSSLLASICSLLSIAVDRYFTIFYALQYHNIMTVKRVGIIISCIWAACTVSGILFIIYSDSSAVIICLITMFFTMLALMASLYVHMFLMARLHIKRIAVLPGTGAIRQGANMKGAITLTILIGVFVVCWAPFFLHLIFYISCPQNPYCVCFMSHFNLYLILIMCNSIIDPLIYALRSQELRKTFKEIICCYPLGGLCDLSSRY
NCOA3 inh: SRC3 coactivator transcriptional activity inhibitors, primary screen, cell-based, luminescence; AID 588352, 2011; inhibition, % at 3.6 µM; 0.17% of 360,000 active; HEK293 GAL4-SRC3 luciferase reporter;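 active = inhibition above a per-campaign cutoff, the mean of all compounds plus 3 SD, cut at about 60% in these data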;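 note: 0% = DMSO-treated cells and 100% = gossypol-treated cells at 36 µM; higher means less SRC3-driven luciferase light from the GAL4 reporter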
NCOA1 inh: SRC1 coactivator transcriptional activity inhibitors, primary screen, cell-based, luminescence; HEK293 GAL4-SRC1 luciferase reporter; inhibition, % at 3.6 µM; 0.12% of 360,000 active;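 active = inhibition above the campaign mean plus 3 SD, with each screening campaign given its own cutoff, cut at about 60% in these data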;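 note: 0% = DMSO treated cells and 100% = gossypol at 36 µM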
NR2F2 inh: NR2F2 transcriptional activity inhibitors, primary screen, cell-based, luciferase reporter, HEK293T, luminescence; COUP transcription factor 2 (Homo sapiens), P24468; HEK293T NGFI-A luciferase reporter; inhibition, % at 8.6 µM; 0.7% of 370,000 active; AID 686940, 2013;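 active = inhibition above a per-plate cutoff, mean inhibition of test wells between control levels plus 3 SD, cut at about 38% in these data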;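 note: cells cotransfected with COUP-TFII expression vector driving the NGFI-A reporter; 0% = median of COUP-TF2 test wells and 100% = reporter-only cells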
Target sequence (P24468 whole entry, looked up): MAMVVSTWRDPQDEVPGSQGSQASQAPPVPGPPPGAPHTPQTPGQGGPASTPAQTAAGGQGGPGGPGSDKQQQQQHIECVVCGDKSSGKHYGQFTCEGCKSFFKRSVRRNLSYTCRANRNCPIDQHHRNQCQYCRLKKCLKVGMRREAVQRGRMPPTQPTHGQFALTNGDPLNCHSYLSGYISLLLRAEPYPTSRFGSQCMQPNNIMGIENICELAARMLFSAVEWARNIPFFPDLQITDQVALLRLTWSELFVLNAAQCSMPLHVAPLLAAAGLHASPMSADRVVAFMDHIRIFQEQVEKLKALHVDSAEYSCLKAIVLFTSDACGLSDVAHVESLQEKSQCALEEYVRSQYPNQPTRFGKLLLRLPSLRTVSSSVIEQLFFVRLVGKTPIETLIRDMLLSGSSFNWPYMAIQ
LMP1 NFkB inh: EBV LMP1-driven NF-kappaB luciferase reporter inhibitors, primary screen, cell-based, luminescence, single point. LMP1-induced NF-kappaB luciferase reporter cells. AID 504558, 2011. inhibition, % at 12.5 µM. 0.69% of 350,000 active; in the data active = inhibition above about 41%;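 note: 0% = neutral control wells and 100% = reference inhibitor control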
MC4R antagonist: MC4R antagonists of cAMP signaling, primary screen, cell-based, TR-FRET, antagonist arm of biased-ligand search | MC4R-expressing cells, MTII-stimulated cAMP, LANCE TR-FRET | inhibition, % at 6.5 µM | 0.48% of 360,000 active | Melanocortin receptor 4 (Homo sapiens), P32245;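 active = inhibition above its plate's cutoff, the mean of tested wells on that plate plus 3 SD, cut at about 29% in these data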;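 note: 0% = Melanotan II alone and 100% = Melanotan II plus saturating MCL0020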
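System: U2OS-MC4R stable cell line; Technique: Eu-cAMP/anti-cAMP TR-FRET, emission 671 nm; Repeats: single well per compound; Also added: Melanotan II; Dosing: one concentration, 6.5 µM nominal; Schedule: 30-min compound, 1-h challenge, 1-h detection, room temperature.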
NR5A2 inv ag: LRH-1 (NR5A2) inverse agonists, primary screen, cell-based, luminescence, HEK293T, StAR-luciferase reporter | LRH-1 transfected, 24 h | 0.13% of 360,000 active | inhibition, % at 3.6 µM;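 active = inhibition above the mean inhibition of all tested compounds plus 3 SD, cut at about 73% in these data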;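 note: 0% = DMSO wells and 100% = reporter-only cells lacking LRH-1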
ABHD5 PLIN5 PPI: ABHD5-PLIN5 interaction inhibitors, primary screen, cell lysate, split luciferase complementation, luminescence. Perilipin-5 (Homo sapiens) + 1-acylglycerol-3-phosphate O-acyltransferase ABHD5 (Homo …. Split G. princeps luciferase complementation, 4 h. inhibition, % at 4 µM. 0.78% of 360,000 active. AID 602281, 2012;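 active = inhibition above the mean inhibition across every tested compound plus 3 SD, cut at about 22% in these data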;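 note: 0% = DMSO only wells and the 100% control is not disclosed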
NOD2-RIPK2 inh: NOD2-RIPK2 binding disruptors in cells, primary screen, fluorescence, CHO cells, BLA complementation; Receptor-interacting serine/threonine-protein kinase 2 (Homo sapiens), O43353; CCF4 ratio; inhibition, % at 4.98 µM; 0.38% of 360,000 active; AID 624267, 2012; in the data active = inhibition above about 21%;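 note: 0% = vehicle only and 100% = reference blocker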
SRC2 inh: inhibition of GAL4-SRC2 driven luciferase reporter, primary screen, SRC2 inhibitor project, cell-based, luminescence | HEK293 GAL4-SRC2 luciferase reporter | inhibition, % at 9 µM | 0.17% of 370,000 active;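 active = inhibition above the mean inhibition of all tested compounds plus 3 SD, set per campaign, cut at about 52% in these data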;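 note: 0% = DMSO treated cells and 100% = cells given Gossypol at 36 µM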
An asterisk follows results filed as active. Some of the compounds tested. The share of hits here may be higher or lower than overall.

For CC1(C)CC(=O)C(C=NCCN2CCN(C(=O)c3ccc(F)cc3)CC2)=C(O)C1 the results were TLR9-MyD88 block -3, MC4R barr agon 2.7, NCOA3 inh 5, NCOA1 inh 4, NR2F2 inh -8, LMP1 NFkB inh 0, MC4R antagonist -7, NR5A2 inv ag 5, ABHD5 PLIN5 PPI 4, NOD2-RIPK2 inh -2 and SRC2 inh -5.
For COc1cccc(C(=O)Nc2cc(-c3cn4cccnc4n3)ccc2C)c1 the results were TLR9-MyD88 block -1, MC4R barr agon -1.9, NCOA3 inh 12, NCOA1 inh 3, NR2F2 inh -10, LMP1 NFkB inh 2, MC4R antagonist 11, NR5A2 inv ag -13, ABHD5 PLIN5 PPI -2, NOD2-RIPK2 inh -8 and SRC2 inh 5.
CC(C)Sc1nc(N2CCOCC2)c2c(c1C#N)CC(C)(C)SC2 was read as TLR9-MyD88 block -2, MC4R barr agon 0.5, NCOA3 inh 4, NCOA1 inh 2, NR2F2 inh -11, LMP1 NFkB inh -7, MC4R antagonist 12, NR5A2 inv ag -2, ABHD5 PLIN5 PPI -2, NOD2-RIPK2 inh -2 and SRC2 inh -21.
For COc1ccccc1OCCCCCc1c(C)n[nH]c1C the results were TLR9-MyD88 block 1, MC4R barr agon -2.1, NCOA3 inh 13, NCOA1 inh 4, NR2F2 inh 22, LMP1 NFkB inh -2, MC4R antagonist 8, NR5A2 inv ag 8, ABHD5 PLIN5 PPI 0, NOD2-RIPK2 inh -6 and SRC2 inh -9.
For COc1ccc(NS(=O)(=O)c2ccc(C)c(NC(=O)c3ccc(C)c(S(=O)(=O)N4CCOCC4)c3)c2)cc1 the results were TLR9-MyD88 block -6, MC4R barr agon 0.6, NCOA3 inh 23, NCOA1 inh 7, NR2F2 inh 12, LMP1 NFkB inh 4, MC4R antagonist 10, NR5A2 inv ag -10, ABHD5 PLIN5 PPI -7, NOD2-RIPK2 inh -5 and SRC2 inh 18.
Screening O=c1[nH][nH]cc1C=Nc1cc(Cl)ccc1O returned TLR9-MyD88 block -5, MC4R barr agon -2.6, NCOA3 inh 5, NCOA1 inh -34, NR2F2 inh 6, LMP1 NFkB inh -14, MC4R antagonist 9, NR5A2 inv ag -12, ABHD5 PLIN5 PPI -2, NOD2-RIPK2 inh -6 and SRC2 inh -11.
CN(Cc1ccccn1)C(=O)C1CCC(=O)N(Cc2cccc(C(F)(F)F)c2)C1 (stereo unspecified) was read as TLR9-MyD88 block -1, MC4R barr agon -2.0, NCOA3 inh 9, NCOA1 inh 10, NR2F2 inh 7, LMP1 NFkB inh 6, MC4R antagonist -1, NR5A2 inv ag 11, ABHD5 PLIN5 PPI -1, NOD2-RIPK2 inh 2 and SRC2 inh 9.
For CC1CCN(c2nc3c(cc2C#N)COC(C)(C)C3)CC1 the results were TLR9-MyD88 block 0, MC4R barr agon 1.6, NCOA3 inh 11, NCOA1 inh -14, NR2F2 inh -1, LMP1 NFkB inh -3, MC4R antagonist -4, NR5A2 inv ag -10, ABHD5 PLIN5 PPI -1, NOD2-RIPK2 inh -3 and SRC2 inh -10.
O=C(CCCN1C(=O)C(c2ccccc2)Oc2cccnc21)NCCc1ccc(Cl)cc1 (stereo unspecified) was read as TLR9-MyD88 block 2, MC4R barr agon -0.1, NCOA3 inh 0, NCOA1 inh -8, NR2F2 inh -5, LMP1 NFkB inh -3, MC4R antagonist 0, NR5A2 inv ag -27, ABHD5 PLIN5 PPI -3, NOD2-RIPK2 inh 4 and SRC2 inh -9.
`O=C(CCc1ccccn1)N1CCCC(CNS(=O)(=O)c2cccs2)C1` (stereo unspecified) gave TLR9-MyD88 block -10, MC4R barr agon -0.9, NCOA3 inh 13, NCOA1 inh 4, NR2F2 inh -11, LMP1 NFkB inh -12, MC4R antagonist 18, NR5A2 inv ag -13, ABHD5 PLIN5 PPI -6, NOD2-RIPK2 inh -1 and SRC2 inh 3.
`NS(=O)(=O)c1ccc(CCNC(=O)Nc2ccc(Cl)cc2)cc1` gave TLR9-MyD88 block -4, MC4R barr agon 2.2, NCOA3 inh 3, NCOA1 inh 7, NR2F2 inh 0, LMP1 NFkB inh 1, MC4R antagonist -1, NR5A2 inv ag 17, ABHD5 PLIN5 PPI 9, NOD2-RIPK2 inh -8 and SRC2 inh -3.
For OC[C@@H]1CN(Cc2cccc(C(F)(F)F)c2)C[C@H](n2cnc3c(NC4CC4)ncnc32)O1 the results were MC4R barr agon 0.0, NCOA3 inh -26, NCOA1 inh -14, NR2F2 inh 3, MC4R antagonist -3, NR5A2 inv ag -30, ABHD5 PLIN5 PPI -13, NOD2-RIPK2 inh 11 and SRC2 inh -12.
Screening COc1ccccc1NC(=O)CS(=O)(=O)c1cn(CC(=O)N2CCOCC2)c2ccccc12 returned TLR9-MyD88 block 3, MC4R barr agon -1.0, NCOA3 inh 21, NCOA1 inh -1, NR2F2 inh 9, LMP1 NFkB inh 6, MC4R antagonist 10, NR5A2 inv ag -6, ABHD5 PLIN5 PPI 1, NOD2-RIPK2 inh 1 and SRC2 inh 2.
`N#CC1(NC(=O)CSc2nnc3n2CCCCC3)CCCCC1` gave TLR9-MyD88 block -9, MC4R barr agon -3.1, NCOA3 inh 18, NCOA1 inh -1, NR2F2 inh 8, LMP1 NFkB inh -1, MC4R antagonist 14, NR5A2 inv ag -5, ABHD5 PLIN5 PPI -3, NOD2-RIPK2 inh -10 and SRC2 inh -8.
For NC(=O)C1CCCN(C(=O)c2cccc(S(=O)(=O)N(Cc3ccccc3)c3ccccc3)c2)C1 (stereo unspecified) the results were TLR9-MyD88 block -12, MC4R barr agon -0.6, NCOA3 inh -6, NCOA1 inh 3, NR2F2 inh -14, LMP1 NFkB inh -4, MC4R antagonist 11, NR5A2 inv ag 14, ABHD5 PLIN5 PPI 0, NOD2-RIPK2 inh -6 and SRC2 inh -14.
Screening COC(=O)c1c(NC(=O)CN(c2ccccc2)S(C)(=O)=O)sc2c1CCCC2 returned TLR9-MyD88 block -3, MC4R barr agon -1.2, NCOA3 inh 9, NCOA1 inh -29, NR2F2 inh -3, LMP1 NFkB inh -5, MC4R antagonist 11, NR5A2 inv ag 5, ABHD5 PLIN5 PPI 6, NOD2-RIPK2 inh -10 and SRC2 inh 13.
Screening CCOC(=O)c1ccc(N2C(=O)C(O)=C(C(C)=O)C2c2ccc(O)c(OC)c2)cc1 (stereo unspecified) returned TLR9-MyD88 block -11, MC4R barr agon -0.1, NCOA3 inh 16, NCOA1 inh 6, NR2F2 inh -14, LMP1 NFkB inh 0, MC4R antagonist -1, NR5A2 inv ag 11, ABHD5 PLIN5 PPI -7, NOD2-RIPK2 inh 1 and SRC2 inh -14.
Screening Cc1cc(C(C)(C)C)cc(CN2CCN(S(=O)(=O)c3cccs3)CC2)c1O returned TLR9-MyD88 block 9, MC4R barr agon 2.3, NCOA3 inh -4, NCOA1 inh 16, NR2F2 inh -4, LMP1 NFkB inh -25, MC4R antagonist 13, NR5A2 inv ag -15, ABHD5 PLIN5 PPI 8, NOD2-RIPK2 inh -7 and SRC2 inh -13.
C/C(=N\NC(=O)c1ccn[nH]1)c1cn(C)nc1C was read as TLR9-MyD88 block -6, MC4R barr agon 3.4, NCOA3 inh -51, NCOA1 inh -76, NR2F2 inh -31, LMP1 NFkB inh -1, MC4R antagonist -3, NR5A2 inv ag -134, ABHD5 PLIN5 PPI 8, NOD2-RIPK2 inh 1 and SRC2 inh -45.
COC(=O)C1=C(O)/C(=C\c2ccc(O)c(OC)c2)N=C1C was read as TLR9-MyD88 block 3, MC4R barr agon -0.6, NCOA3 inh 6, NCOA1 inh 3, NR2F2 inh -19, LMP1 NFkB inh 4, MC4R antagonist -28, NR5A2 inv ag -9, ABHD5 PLIN5 PPI 0, NOD2-RIPK2 inh -9 and SRC2 inh -21.
Screening COc1ccc(CNC(=O)C2(CC3CC(c4ccccc4)=NO3)CCN(C(=O)c3cccc(O)c3)CC2)cc1 (stereo unspecified) returned TLR9-MyD88 block -4, MC4R barr agon 0.6, NCOA3 inh 17, NCOA1 inh 9, NR2F2 inh 14, LMP1 NFkB inh 17, MC4R antagonist 7, NR5A2 inv ag 15, ABHD5 PLIN5 PPI -6, NOD2-RIPK2 inh -17 and SRC2 inh -3.
CCCCn1c(CN2CCOCC2)nc2c1c(=O)n(C)c(=O)n2C was read as TLR9-MyD88 block -3, MC4R barr agon 0.6, NCOA3 inh -15, NCOA1 inh 6, NR2F2 inh 18, LMP1 NFkB inh -2, MC4R antagonist 8, NR5A2 inv ag 2, ABHD5 PLIN5 PPI 0, NOD2-RIPK2 inh -5 and SRC2 inh 8.

Of the compounds above, these have a CF3 group.
CN(Cc1ccccn1)C(=O)C1CCC(=O)N(Cc2cccc(C(F)(F)F)c2)C1 (stereo unspecified) was read as TLR9-MyD88 block -1, MC4R barr agon -2.0, NCOA3 inh 9, NCOA1 inh 10, NR2F2 inh 7, LMP1 NFkB inh 6, MC4R antagonist -1, NR5A2 inv ag 11, ABHD5 PLIN5 PPI -1, NOD2-RIPK2 inh 2 and SRC2 inh 9.
For OC[C@@H]1CN(Cc2cccc(C(F)(F)F)c2)C[C@H](n2cnc3c(NC4CC4)ncnc32)O1 the results were MC4R barr agon 0.0, NCOA3 inh -26, NCOA1 inh -14, NR2F2 inh 3, MC4R antagonist -3, NR5A2 inv ag -30, ABHD5 PLIN5 PPI -13, NOD2-RIPK2 inh 11 and SRC2 inh -12.
